# Jurkat NFkB inh: lowers PMA/ionomycin-induced NF-kB signal in Jurkat cells; inhibition, % at 4 µM; PMA/ionomycin-induced NF-kB luciferase reporter, luminescence; 330,000 tested, 0.53% active; in the data active = inhibition above about 50%
# Mdm2-MdmX inh: inhibitors of human Mdm2/MdmX interaction; SaOS-2 split-luciferase Mdm2/MdmX complementation, luminescence; 330,000 tested, 3% active; O15151+Q00987; inhibition, % at 8 µM;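 active = inhibition of at least 50% at 8 µM in the primary screen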
# 697 NFkB inh: inhibitors of the PMA/ionomycin-induced NF-kB reporter in 697 B cells; AID 435022; inhibition, % at 4 µM; 697 B-cell NF-kB luciferase reporter, 16 h; 330,000 tested, 0.33% active; in the data active = inhibition above about 35%
# UPR XBP1 act: adaptive UPR (XBP1) activation; activation, % at 20 µM; 330,000 tested, 0.33% active; AID 463104; CHO-XBP1 luciferase reporter, IRE1-XBP1 UPR activation, luminescence; percent of tunicamycin response, DMSO as zero;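 active = versus positive control, 20 µM dose yields 30% or more activation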;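 note: 100% = tunicamycin at 10 µg/mL and 0% = DMSO only wells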
#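 assay system = CHO-XBP1 luciferase reporter cells | amount = 1000 cells/well | buffer or medium = F12 plus 10% FBS | compound dosing = single point, 20 µM final compound, 1% DMSO | incubation = 16-18 h cell attachment at 37 °C, then 6 h compound exposure | detection = Steady-Glo luminescence read | controls = tunicamycin 10 µg/mL and vehicle-only wells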
# CHOP UPR activ: activators of apoptotic arm of unfolded protein response (CHOP); activation, % at 10 µM; 330,000 tested, 0.34% active; CHO-CHOP luciferase reporter, UPR activation, luminescence; percent of tunicamycin response over DMSO baseline;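 active = at 10 µM dose, activation of 40% or more, normalized to positive control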;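 note: 100% = tunicamycin at 10 µg/mL and 0% = DMSO alone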
#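 Assay system: CHO cells with stable CHOP pathway luciferase reporter; Buffer or medium: F12 plus 10% serum; Times: 16-18 h cell attachment, then 6 h compound exposure, 37 °C; Signal: luciferase luminescence; Read-out basis: percent activation relative to tunicamycin control; Control set: tunicamycin high control, DMSO low control.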
# APJ ag: activates the human apelin receptor APJ; activation, % at 20 µM; CHO-K1 APJ PathHunter beta-arrestin, luminescence; 0% DMSO wells, 100% apelin; AID 2520; 330,000 tested, 0.11% active;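 active = activation more than six SD over the plate average, tested at 20 µM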;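 note: 0% = DMSO alone and 100% = apelin-13 at 10 nM; some results filed as inactive read as strong as hits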
# Target sequence (P35414 whole entry, looked up): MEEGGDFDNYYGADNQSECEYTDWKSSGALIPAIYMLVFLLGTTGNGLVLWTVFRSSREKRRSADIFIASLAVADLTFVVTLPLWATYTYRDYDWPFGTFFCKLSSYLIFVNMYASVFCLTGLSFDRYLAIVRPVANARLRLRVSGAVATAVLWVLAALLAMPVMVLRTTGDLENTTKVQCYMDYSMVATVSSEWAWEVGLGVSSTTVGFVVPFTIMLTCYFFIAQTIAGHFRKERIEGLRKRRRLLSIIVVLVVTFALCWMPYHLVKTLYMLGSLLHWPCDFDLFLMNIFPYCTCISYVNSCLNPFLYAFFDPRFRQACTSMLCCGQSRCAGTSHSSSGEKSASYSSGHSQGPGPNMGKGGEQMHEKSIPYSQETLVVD
#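 Material: engineered CHO-K1 APJ arrestin reporter cells; amount: 1000 CHO-K1 reporter cells seeded per well; incubation: compound stimulation 90 min at 25 °C, detection 60 min; signal: luminescent beta-gal fragment complementation, chemiluminescent substrate; read-out basis: APJ agonist activity; controls: DMSO-only wells as negative, 10 nM Apelin-13 as positive control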
# APJ antag: antagonists of human APJ apelin receptor; CHO-K1 APJ beta-arrestin complementation, luminescence; 330,000 tested, 0.32% active; inhibition, % at 20 µM; P35414; AID 2521;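 active = inhibition above about 40% at 20 µM, limit read from the data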;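 note: cells challenged with 10 nM apelin-13 agonist together with compound; plate controls were apelin-13 plus DMSO wells for no effect and DMSO wells lacking apelin-13 for full effect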
# tim23-1 inh: inhibits growth of tim23-1 mutant yeast; AID 463212; 330,000 tested, 1.3% active; S. cerevisiae tim23-1 growth, BacTiter-Glo luminescence, 24 h; inhibition, % at 20 µM;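 active = growth inhibition of the mutant yeast at or above 50%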;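 note: temperature-sensitive mutant grown at 25 °C; plate controls were DMSO-treated mutant yeast for no effect and medium wells lacking yeast for full effect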
# Numbers without * were called inactive.
mol,Jurkat NFkB inh,Mdm2-MdmX inh,697 NFkB inh,UPR XBP1 act,CHOP UPR activ,APJ ag,APJ antag,tim23-1 inh
C=CCNC(=O)c1cc(=O)c2ccccc2o1,9,18,13,0,2.1,-3,11,1
COc1cccc(C2/C(=C(\O)c3ccc4c(c3)OCCO4)C(=O)C(=O)N2CCN(C)C)c1 (configuration not stated),8,-18,5,-1,-1.7,6,26,19
Cc1ccccc1NS(=O)(=O)c1ccc2c(c1)NC(=O)CCS2,0,21,2,-10,2.6,3,-8,14
O=C(O)CC(c1ccccc1)c1ccccc1,10,10,16,-2,0.0,-4,4,13
Cc1sc2ncnc(N3CCN(C(=O)c4ccco4)CC3)c2c1C,-17,33,-31,-1,-2.2,0,17,10
O=C(NNc1ccccc1[N+](=O)[O-])Nc1cccc(Cl)c1,-2,27,4,-2,0.4,6,-5,8
CC(C)(C)c1ccc(S(=O)(=O)NNC(=O)C2CCN(Cc3cccc(F)c3)CC2)cc1,-13,21,18,-2,1.1,0,-17,5
CCSc1nc2sc3c(c2c2[n+]1CC(CBr)O2)CCCC3 (configuration not stated),-20,0,-5,1,3.8,2,9,10
Cc1nn(C)cc1/C=N/NC(=O)C1(O)c2ccccc2-c2ccccc21,-8,16,18,-3,-0.9,-2,-8,-2
CC(=O)Nc1cccc(C(=O)OCC(=O)NC(=O)Cc2ccccc2)c1,31,-25,12,3,3.2,5,-14,6
CCC(C)(C(=O)NC1CCCCC1)N(Cc1cccs1)C(=O)Cc1cccs1 (configuration not stated),11,14,-27,-4,-3.1,8,-10,36
CNC(=O)COc1ccc(Nc2nnc(C)c3ccccc23)cc1,-10,-7,21,3,0.8,-4,7,7

# Some values from the entries so far.
# In Mdm2-MdmX inh, `O=C(NNc1ccccc1[N+](=O)[O-])Nc1cccc(Cl)c1` has 27
# In APJ antag, `Cc1sc2ncnc(N3CCN(C(=O)c4ccco4)CC3)c2c1C` has 17
# In 697 NFkB inh, `C=CCNC(=O)c1cc(=O)c2ccccc2o1` has 13

# Back to the main list with the 2 entries that preceded the break.
mol,Jurkat NFkB inh,Mdm2-MdmX inh,697 NFkB inh,UPR XBP1 act,CHOP UPR activ,APJ ag,APJ antag,tim23-1 inh
CCC(C)(C(=O)NC1CCCCC1)N(Cc1cccs1)C(=O)Cc1cccs1 (configuration not stated),11,14,-27,-4,-3.1,8,-10,36
CNC(=O)COc1ccc(Nc2nnc(C)c3ccccc23)cc1,-10,-7,21,3,0.8,-4,7,7
CN1CCN(CC(O)COc2ccc(S(=O)(=O)N3CCOCC3)cc2)CC1 (configuration not stated),-17,16,2,0,-0.9,-4,9,1
OCC[C@@H]1C[C@H](O)[C@@H](O)[C@]2(OCCc3ccccc32)O1,1,25,12,-4,-0.2,-5,23,10
COc1cccc(C2=NOC(C(=O)NCCCn3ccnc3)C2)c1 (configuration not stated),-5,-22,-33,-3,-0.1,1,4,5
O=C(Nc1ccccc1Oc1ccccc1)C1CC1,-18,0,1,2,-3.4,-3,9,2
CNS(=O)(=O)c1cccc(C(=O)OC2CCCCC2=O)c1 (configuration not stated),-12,20,8,-2,-1.0,4,-28,17
Cn1c(COc2ccc(C(=O)O)cc2)nc2ccccc21,1,13,-12,1,-3.3,-4,5,6
CC(C)c1nc(SCc2ccccn2)c2c(=O)n(C)c(=O)n(C)c2n1,-6,-10,-44,3,-0.3,-3,0,50*
CC(=O)c1cccc(Nc2ncnc3ccc(Br)cc23)c1,-8,67*,-9,1,-1.4,-3,-2,30
Cc1ccc2[nH]c3c(c2c1)CCN1C(=O)OC(C)(C)C31C (configuration not stated),8,13,14,0,2.4,-3,-6,11
Cc1cccn2c(=O)c3cc(C(=O)NC4CCCC4)c(=N)n(CCCN4CCOCC4)c3nc12,0,-18,15,-3,1.3,-2,-2,0
CCCCC(NC(=O)c1cccc(Br)c1)C(=O)O (configuration not stated),4,-18,13,-5,-0.5,-4,6,5
COc1ccccc1NC(=O)c1c(NC(=O)c2ccco2)sc2c1CCC2,0,17,1,6,2.8,-4,20,24
Cc1cccc(NCN2C(=O)c3ccccc3C2=O)c1,-1,-4,-9,-3,0.0,2,0,-5
O=C(COC(=O)COc1ccc(Cl)cc1Cl)NC1CC1,7,-3,9,6,2.7,-1,1,12
CCc1nc(N)c(C#N)c(-c2ccccc2OC)c1C,12,-11,-12,1,1.3,-3,-19,22
C=CCC(C)(NCc1ccccc1)c1ccc(C)cc1 (configuration not stated),6,0,2,2,-0.2,-6,14,31
O=C(OC1CCOC1=O)c1cccc(S(=O)(=O)N2CCc3ccccc3C2)c1 (configuration not stated),-7,4,-11,1,-1.1,-2,14,13
Cc1ccc(NC(=O)Cn2nc(C(=O)O)c3ccccc3c2=O)c([N+](=O)[O-])c1,5,-9,-3,0,-0.4,0,4,-17
CSC1=C(C#N)C(c2ccccc2Cl)C2=C(N1)c1ccccc1C2=O (configuration not stated),-11,14,12,2,2.0,2,17,47
CC(=O)Oc1ccc2ccccc2c1C(NC(=O)C(C)C)c1cccc([N+](=O)[O-])c1 (configuration not stated),0,15,6,-1,-0.4,-8,27,26
COc1ccc(-c2cc(C(=O)Nc3c(C)n(C)n(-c4ccccc4)c3=O)no2)cc1,-7,-9,10,3,0.0,-3,-11,6
O=C(CSc1ccc(C(F)(F)F)cc1[N+](=O)[O-])Nc1ccc2ccccc2c1,-12,-13,11,0,-1.0,3,-11,19
COc1cc(-c2[nH]ncc2CN2CCc3sccc3C2)cc(OC)c1OC,-5,25,5,-1,-2.1,-4,-15,13
O=C(O)CC/C(=N/NC(=O)CNC(=O)Cc1ccc(Cl)cc1)c1ccccc1,12,-17,19,-1,2.3,-4,-12,6
CC1(NC(=S)Nc2ccccc2)CCS(=O)(=O)C1 (configuration not stated),7,5,13,1,1.1,1,7,1
c1ccc(-c2c(-c3ccccc3)n(Cc3ccco3)c3ncnc(NCCCn4ccnc4)c23)cc1,1,47,-2,2,5.6,0,12,-31
CC(=O)c1c(-c2ccccc2)[nH]c2ccccc12,16,52*,-14,-1,-0.9,-2,-19,6
Cc1ccc2[nH]c(=O)c(C3=NN(C(=O)CCC(=O)O)C(c4cccs4)C3)c(-c3ccccc3)c2c1 (configuration not stated),-2,21,-10,-3,2.4,-2,7,1
CCOC(=O)CNC(=O)CSc1cc(C)nc2ccc(OC)cc12,-19,-23,11,-2,1.0,-2,-4,-2
CCn1c2ccccc2c2cc(NC(=O)C3CCN(S(=O)(=O)c4cccs4)CC3)ccc21,-35,25,-24,2,-1.3,1,-4,0
O=C(CSc1nnc(NC(=O)C2CC2)s1)Nc1ccccc1C(F)(F)F,5,-5,5,-1,1.2,-2,-3,5
CCCCN(C(=O)COC(=O)c1ccccc1)c1c(N)n(CCC)c(=O)[nH]c1=O,5,16,19,-2,-0.9,-2,4,-7
CN(C)S(=O)(=O)c1cccc(C(=O)Nc2ccccc2C(=O)NC2CC2)c1,-1,17,25,1,-2.5,-1,12,8
COc1cc(/C=N/n2c(-c3ccccc3)n[nH]c2=S)cc(OC)c1O,-1,22,-16,1,1.2,5,-1,1
CCc1cc(=O)oc2c(C)c(OCC(=O)N3CCC[C@@H]3C(=O)O)ccc12,12,-4,28,0,0.8,-3,-56,-4
COc1ccc2[nH]c(=O)c(CN(Cc3nnnn3Cc3ccc(F)cc3)CC3CCCO3)cc2c1 (configuration not stated),10,24,6,1,-1.5,-3,-4,9

# Carrying on.
smiles	Jurkat NFkB inh	Mdm2-MdmX inh	697 NFkB inh	UPR XBP1 act	CHOP UPR activ	APJ ag	APJ antag	tim23-1 inh
O=C(O)C1Nc2ccc(OC(F)(F)F)cc2C2C=CCC12 (configuration not stated)	-4	11	2	2	-0.3	0	4	26
O=C(CN1C(=O)NC2(CCOc3ccccc32)C1=O)Nc1ccc(F)c(F)c1F (configuration not stated)	-3	-12	6	-2	6.3	1	-6	15
CC(Oc1ccc(Br)cc1)C(=O)Nc1ccc(S(=O)(=O)Nc2nccs2)cc1 (configuration not stated)	19	-23	-17	-4	-0.1	7	8	10
Cc1cccc(NC(=O)N2C3CCCC2CC(NC(=O)C2CC2)C3)c1 (configuration not stated)	-22	-25	5	4	0.8	0	8	1
CCCC(=O)NCCc1nc2ccccc2n1CCC	-18	9	-7	-2	-0.5	-1	7	2
COc1ccc(NC(=O)N2CCCC2C(=O)NCc2ccc(F)cc2)cc1 (configuration not stated)	-3	10	-7	-2	-1.8	-4	-9	9
Cc1ccc(CNC(=O)CCS(=O)(=O)c2ccc3c(c2)CC(C)N3C(=O)C2CC2)o1 (configuration not stated)	8	12	-14	-4	-1.8	2	13	-6
CCc1ccc2nc(N(CCCN(C)C)C(=O)c3ccc(C(=O)c4ccccc4)cc3)sc2c1	-9	74*	-19	0	9.7	-5	5	40
Cc1ccc(NC(=O)C(C)OC(=O)CCN=C2NS(=O)(=O)c3ccccc32)cc1 (configuration not stated)	-10	6	5	0	-1.1	-5	17	4
N=c1c(S(=O)(=O)c2ccccc2)cc2c(=O)n3ccccc3nc2n1CC1CCCO1 (configuration not stated)	-10	-30	-43	3	-0.4	1	6	24
O=C(NC1CCCC1)c1ccccc1OCc1ccccc1	5	-27	-17	-2	1.4	-3	6	20
CCc1nnc(NC(=O)c2ccc(-c3ccc(C(C)=O)cc3)o2)s1	-3	-21	-16	2	16	-3	8	5
COC(=O)Cn1c(CN2CCC(Cc3ccccc3)CC2)nc2c1c(=O)n(C)c(=O)n2C	-3	12	-6	-3	-0.9	2	-3	-4
O=C(NC1CCCCC1)c1cnn2c(C(F)(F)F)cc(-c3ccco3)nc12	12	-15	25	1	-0.3	-3	0	15
COc1ccc(/C=c2\s/c(=C\C(=O)C(C)(C)C)[nH]c2=O)cc1O	10	-5	11	2	-1.4	-1	11	28
CNc1c([N+](=O)[O-])cnn1-c1ccccn1	16	-23	3	-2	1.3	-4	12	-5
Cc1ccc(CN2CC(C(=O)N3CCN(c4ccccc4Cl)CC3)CC2=O)cc1 (configuration not stated)	5	3	2	0	-1.1	-3	3	35
CCCCCCCCCCOC(=O)Cn1c(COc2ccccc2)[n+](C)c2ccccc21	8	69*	-3	72*	9.7	-7	5	-40
CC[n+]1c(/C=C2\C=C(C)CC(C)C2)sc2ccccc21 (configuration not stated)	5	12	0	-1	-2.5	-1	-13	35
S=c1[nH]c2cc3ccccc3cc2[nH]1	-3	31	3	-2	1.1	0	-12	8
Fc1cccc(NCCc2c[nH]c3ccccc23)n1	-24	14	-22	1	0.6	0	-1	-8
O=C(O)CSc1nnc(-c2cccs2)n1-c1ccc(Cl)cc1	-3	10	-2	-1	-1.1	5	12	7

# Compound activity from PubChem BioAssay.
